West Nile antiviral – inhibition of WNV-induced cytopathic effect – cell-based, CPE readout (AID 1621) | West Nile virus-infected cells, CPE inhibition; higher % means a stronger effect | one-dose CPE inhibition, % at 10 µM; IC50 in µM for titrated hits | 0.02% of 290,000 active; in the data active means a potency from the dose series; further: strong numbers were not always called active
PMI inhibition – human PMI inhibitors, high substrate, primary screen, biochemical, fluorescence intensity, high mannose 6-phosphate (AID 1220); recombinant PMI enzyme, coupled fluorescence intensity; higher % means a stronger effect; inhibition, % at 20 µM, or IC50 in µM where a hit was titrated; 0.66% of 190,000 active
TNAP activators – human TNAP enzyme activators, primary screen, biochemical, luminescent, no phosphate acceptor, uHTS (AID 1001) | 0.03% of 200,000 active | one-dose activation fold at 20 µM; EC50 in µM for titrated hits | purified TNAP, luminescent activation assay, no phosphate acceptor; higher activation fold means a stronger effect; in the data active means activation fold from about 3, or a potency from the dose series; inactive means the rest, 99 in 100 with activation fold below about 1.6; further: many of its hits are not listed in these tables
human PMI inhibition – inhibitors of human PMI, primary screen, biochemical, fluorescence intensity, coupled assay (AID 1209). 0.42% of 190,000 active. inhibition, % at 20 µM; hits with a dose series show IC50 in µM. purified PMI enzyme, coupled fluorescence intensity; higher % means a stronger effect;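 further: plate controls were DMSO vehicle for no effect and wells lacking substrate for full effect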
Salmonella PhoP GFP – inhibitors of PhoP regulon expression, primary screen, Salmonella Typhimurium, GFP reporter (AID 1863) | S. Typhimurium PhoP-regulated promoter GFP reporter, 4 h; higher % means a stronger effect | inhibition, % at 50 µM; hits with a dose series show IC50 in µM | 0.16% of 300,000 active;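 active means inhibition over 29.93%, a cutoff 3 SD above the screen mean, later confirmed by dose response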;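 further: 0% = low Mg2+ inducing control and 100% = high Mg2+ repressing control; strong numbers were not always called active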
RSV CPE inhibition – inhibition of RSV-induced cytopathic effect – HEp-2 cells, primary 10 µM value included (AID 2391); HEp-2 cells, RSV-induced CPE inhibition; higher % means a stronger effect; 0.13% of 310,000 active; CPE inhibition, % at 10 µM; hits with a dose series show IC50 in µM; in the data active means a potency from the dose series; further: strong numbers were not always called active
SV40 large T antigen – SV40 large T antigen inhibitors, biochemical (AID 1903); 0.39% of 310,000 active; inhibition, % at 20 µM; hits with a dose series show IC50 in µM; SV40 large T antigen ATPase/helicase inhibition assay; higher % means a stronger effect; in the data active means a potency from the dose series; further: strong numbers were not always called active
CSM14.1 death rescue – rescue of cells from ER stress-induced death, primary screen, 384-well, CSM14.1, thapsigargin, ATP luminescence (AID 1222). CSM14.1 thapsigargin-induced death rescue, ATP luminescence; higher % means a stronger effect. one-dose cellular ATP content (survival), % at 20 µM; EC50 in µM for titrated hits. 190,000 tested, under 10 active;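 active means EC50 below 50 µM in the dose-response confirmation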;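 further: death triggered by thapsigargin at about 15 µM added after 2 h compound pretreatment; cell ATP read after overnight thapsigargin exposure of roughly 18 to 22 hours; normalized against plate controls of thapsigargin alone and 5% DMSO vehicle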
Ins promoter up – MIN6 insulin promoter up-regulation; MIN6 insulin promoter-GFP reporter, high-content imaging; stronger effect = higher value; z-score at 5 µM; 0.3% of 190,000 active;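 active means z-score above 3 at 5 µM with at least 500 cells counted in the well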
Ins promoter up cell count – also measured in Ins promoter up; calls as there; cell count; measured here: cytotoxicity, nuclei count;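 total cells summed across four imaged fields per well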
An asterisk follows results filed as active; & = joins results of further samples. Unless noted, no stated cut-off is given here; in the data, active means inhibition above about 50%; inactive means the rest.

What do the screens show for `CC(NC(=O)C(=O)N1CCOCC1)C(c1cccs1)N1CCN(c2ccccc2F)CC1` (stereo not given)?
West Nile antiviral: -0.8%; Salmonella PhoP GFP: 8%; RSV CPE inhibition: -0.1%; SV40 large T antigen: 3%

What do the screens show for `C=CCNC(=O)CN1CCC(c2nc3cc(C)c(C)cc3[nH]2)CC1`?
West Nile antiviral: 0.0%; Salmonella PhoP GFP: -3%; RSV CPE inhibition: -0.6%; SV40 large T antigen: 8%

Results for COc1ccc2nc(SCC(=O)NC3CCCc4ccccc43)[nH]c2c1 (stereo not given) ?
West Nile antiviral: 0.0%; PMI inhibition: 3%; TNAP activators: 1.1; human PMI inhibition: 5%; Salmonella PhoP GFP: 0%; RSV CPE inhibition: 18%; SV40 large T antigen: 4%; CSM14.1 death rescue: -3.1%; Ins promoter up: -0.38; Ins promoter up cell count: 1232

How did CC(C)CC(=O)Nc1cccc(-c2nc3ccccc3o2)c1 do in these assays?
West Nile antiviral: -1.0%; PMI inhibition: -1%; TNAP activators: 1.1; human PMI inhibition: 4%; Salmonella PhoP GFP: -2%; RSV CPE inhibition: 10%; SV40 large T antigen: 13%; CSM14.1 death rescue: -1.8%; Ins promoter up: 0.11; Ins promoter up cell count: 1185

Results for COc1ccc(C(=O)NCC2(c3ccc(OC)c(OC)c3)CCCC2)c(OC)c1 ?
West Nile antiviral: -0.9%; Salmonella PhoP GFP: -4%; RSV CPE inhibition: 7.1%; SV40 large T antigen: 27%

How did CCc1nn(CCCN2CCN(c3cccc(Cl)c3)CC2)c(=O)n1CCOc1ccccc1 do in these assays?
West Nile antiviral: -1.1%&-1.6%; PMI inhibition: 7%; TNAP activators: 1.1; human PMI inhibition: 7%; Salmonella PhoP GFP: -3%&3%&-7%; RSV CPE inhibition: 11%&7.2%; SV40 large T antigen: 19%&17%&5%; CSM14.1 death rescue: 2.5%; Ins promoter up: -0.11; Ins promoter up cell count: 1553

Results for COc1ccc(CN(C(=O)c2cccs2)c2nccs2)cc1OC ?
West Nile antiviral: -0.4%; PMI inhibition: 4%; TNAP activators: 1; human PMI inhibition: 4%; Salmonella PhoP GFP: 5%; RSV CPE inhibition: 1.5%; SV40 large T antigen: 1%; CSM14.1 death rescue: -0.2%; Ins promoter up: -0.14; Ins promoter up cell count: 1600

Results for N#Cc1cccc(NC(=O)COC(=O)c2ccc3c(=O)n4c(nc3c2)CCC4)c1 ?
West Nile antiviral: 0.0%; PMI inhibition: 16%; TNAP activators: 1; human PMI inhibition: 5%; Salmonella PhoP GFP: 5%; RSV CPE inhibition: 1.6%; SV40 large T antigen: 7%; CSM14.1 death rescue: -1.2%; Ins promoter up: 0.36; Ins promoter up cell count: 1734

Results for CCS(=O)(=O)c1ccc(C(=O)NC)c(Cl)c1Cl ?
West Nile antiviral: -0.1%; PMI inhibition: -7%; TNAP activators: 1; human PMI inhibition: -9%; Salmonella PhoP GFP: -8%; RSV CPE inhibition: 5.2%; SV40 large T antigen: 0%; CSM14.1 death rescue: -2.5%; Ins promoter up: -0.31; Ins promoter up cell count: 1569

Results for CCO/C(C)=C1\C(=O)Nc2ccccc21 ?
West Nile antiviral: 0.3%; PMI inhibition: -21%; TNAP activators: 1.1; human PMI inhibition: -18%; Salmonella PhoP GFP: -9%; RSV CPE inhibition: 2.5%; SV40 large T antigen: 28%; CSM14.1 death rescue: -1.6%; Ins promoter up: 0.64; Ins promoter up cell count: 1531

What do the screens show for `Cn1c2ccccc2c2n[nH]c(=O)nc21`?
West Nile antiviral: 0.0%; PMI inhibition: 2%; TNAP activators: 1; human PMI inhibition: 2%; Salmonella PhoP GFP: -2%; RSV CPE inhibition: -2.1%; SV40 large T antigen: 16%; CSM14.1 death rescue: -0.8%; Ins promoter up: 0.42; Ins promoter up cell count: 1182

How did Cn1cnnc1SC(C(=O)Nc1cccc(C(F)(F)F)c1)c1ccccc1 (stereo not given) do in these assays?
West Nile antiviral: -0.1%; PMI inhibition: -12%; TNAP activators: 1; human PMI inhibition: -11%; Salmonella PhoP GFP: 1%; RSV CPE inhibition: 1.7%; SV40 large T antigen: 0%; CSM14.1 death rescue: -1.2%

How did COc1cc(CNCCO)cc(Cl)c1OCc1ccccc1Cl do in these assays?
West Nile antiviral: -1.2%; PMI inhibition: -2%; TNAP activators: 1.1; human PMI inhibition: 0%; Salmonella PhoP GFP: 3%; RSV CPE inhibition: -1.5%; SV40 large T antigen: 1%; CSM14.1 death rescue: -3.3%; Ins promoter up: -0.92; Ins promoter up cell count: 1507

What do the screens show for `N#Cc1cc2c([nH]c1=S)CCCCCC2`?
West Nile antiviral: -0.1%; TNAP activators: 1; human PMI inhibition: -32%; Salmonella PhoP GFP: 3%; RSV CPE inhibition: -1.2%; SV40 large T antigen: 17%; CSM14.1 death rescue: -2.6%; Ins promoter up: 0.33; Ins promoter up cell count: 1578

Results for Cc1ccc(S(=O)(=O)N2CCCN(C(=O)OC(C)(C)C)CC2)cc1 ?
West Nile antiviral: -0.5%; Salmonella PhoP GFP: -2%; RSV CPE inhibition: 10%; SV40 large T antigen: 17%; Ins promoter up: -0.24; Ins promoter up cell count: 1052

How did COCCCNC(=O)c1ccc(N(C)S(C)(=O)=O)cc1 do in these assays?
West Nile antiviral: -0.2%; PMI inhibition: -2%; TNAP activators: 1.1; human PMI inhibition: 2%; Salmonella PhoP GFP: 9%; RSV CPE inhibition: 2.3%; SV40 large T antigen: -5%; CSM14.1 death rescue: -3.1%

How did CC(=O)Nc1ccc(NC(=O)COC(=O)C2(c3ccc(Cl)cc3)CCCC2)cc1 do in these assays?
West Nile antiviral: -0.9%; PMI inhibition: 16%; TNAP activators: 1.1; human PMI inhibition: 26%; Salmonella PhoP GFP: -28%; RSV CPE inhibition: 3.9%; SV40 large T antigen: 7%; CSM14.1 death rescue: -2.8%

Results for CCOc1ccc(NC(=O)CCNC(=O)c2ccc(Br)cc2)cc1 ?
West Nile antiviral: -0.2%; Salmonella PhoP GFP: -5%; RSV CPE inhibition: 0.3%; SV40 large T antigen: 11%

Results for CN1CCC(=NNc2ncnc3sc4c(c23)CCCC4)CC1 ?
West Nile antiviral: -0.8%; PMI inhibition: 6%; TNAP activators: 1.3; human PMI inhibition: 6%; Salmonella PhoP GFP: 3%; RSV CPE inhibition: 2.9%; SV40 large T antigen: 5%; CSM14.1 death rescue: -0.8%; Ins promoter up: 0.03; Ins promoter up cell count: 1390

Results for COCCN(C(=O)c1ccccc1F)c1nc(-c2ccc(OC)cc2)cs1 ?
West Nile antiviral: -1.2%; Salmonella PhoP GFP: -1%; RSV CPE inhibition: 0.9%; SV40 large T antigen: 2%

2 compounds picked at random from the list so far:
Results for N#Cc1cccc(NC(=O)COC(=O)c2ccc3c(=O)n4c(nc3c2)CCC4)c1 ?
West Nile antiviral: 0.0%; PMI inhibition: 16%; TNAP activators: 1; human PMI inhibition: 5%; Salmonella PhoP GFP: 5%; RSV CPE inhibition: 1.6%; SV40 large T antigen: 7%; CSM14.1 death rescue: -1.2%; Ins promoter up: 0.36; Ins promoter up cell count: 1734

How did CCc1nn(CCCN2CCN(c3cccc(Cl)c3)CC2)c(=O)n1CCOc1ccccc1 do in these assays?
West Nile antiviral: -1.1%&-1.6%; PMI inhibition: 7%; TNAP activators: 1.1; human PMI inhibition: 7%; Salmonella PhoP GFP: -3%&3%&-7%; RSV CPE inhibition: 11%&7.2%; SV40 large T antigen: 19%&17%&5%; CSM14.1 death rescue: 2.5%; Ins promoter up: -0.11; Ins promoter up cell count: 1553

Additional entries follow.
How did CCn1c(SCC(=O)Nc2nc(-c3ccc(C)cc3)cs2)nnc1-c1ccccc1O do in these assays?
West Nile antiviral: -0.2%; PMI inhibition: 5%; TNAP activators: 1.2; human PMI inhibition: 11%; Salmonella PhoP GFP: -4%; RSV CPE inhibition: 22%; SV40 large T antigen: 0%; CSM14.1 death rescue: -2.3%; Ins promoter up: -0.01; Ins promoter up cell count: 1724

What do the screens show for `COc1ccc(NC(=O)Cn2nnc(C(=O)NCc3ccco3)c2N)cc1`?
West Nile antiviral: 0.7%; Salmonella PhoP GFP: 2%; RSV CPE inhibition: 1.2%; SV40 large T antigen: 5%

What do the screens show for `O=C(CCN1CCCCO1)N1CCCC(Nc2ccc(F)cc2)C1` (stereo not given)?
West Nile antiviral: 0.1%; Salmonella PhoP GFP: 0%; RSV CPE inhibition: 2.1%; SV40 large T antigen: 9%

How did CN(c1ccc(OCc2nnc(-c3ccccc3)o2)cc1)S(=O)(=O)c1ccccc1 do in these assays?
West Nile antiviral: -0.8%; PMI inhibition: 5%; TNAP activators: 1; human PMI inhibition: 8%; Salmonella PhoP GFP: -1%; RSV CPE inhibition: 5.1%; SV40 large T antigen: 7%; CSM14.1 death rescue: 0.5%; Ins promoter up: -0.12; Ins promoter up cell count: 1110

Results for CO/N=C\c1cc(C(=O)c2ccc(Cl)cc2Cl)cn1C ?
West Nile antiviral: -0.2%; PMI inhibition: 18%; TNAP activators: 1.1; human PMI inhibition: 20%; Salmonella PhoP GFP: 2%; RSV CPE inhibition: 2.1%; SV40 large T antigen: 27%; CSM14.1 death rescue: -0.5%; Ins promoter up: 0.94; Ins promoter up cell count: 1026

Results for CN1CCN(C(=O)c2cnn(-c3ccccc3)c2NC(=O)c2ccccc2Cl)CC1 ?
West Nile antiviral: 0.0%; Salmonella PhoP GFP: 10%; RSV CPE inhibition: -0.3%; SV40 large T antigen: 7%

What do the screens show for `S=C(Nc1ccccc1)Nc1ccc(OCc2ccc(Cl)cc2Cl)cc1`?
West Nile antiviral: -1.2%; PMI inhibition: 6%; TNAP activators: 1.2; human PMI inhibition: 3%; Salmonella PhoP GFP: 12%; RSV CPE inhibition: -0.9%; SV40 large T antigen: 6%; CSM14.1 death rescue: -2.7%; Ins promoter up: -0.47; Ins promoter up cell count: 1880

Results for O=C(Nc1nnc(SCc2c(Cl)cccc2Cl)s1)c1ccc2ncsc2c1 ?
West Nile antiviral: -0.5%; PMI inhibition: -12%; TNAP activators: 1; human PMI inhibition: -3%; Salmonella PhoP GFP: -7%; RSV CPE inhibition: 2.6%; SV40 large T antigen: 9%; CSM14.1 death rescue: 2.3%; Ins promoter up: -0.11; Ins promoter up cell count: 1356

What do the screens show for `CCOC(=O)C1CCN(C(=O)c2cc(COc3ccc(OC)c4ccccc34)on2)CC1`?
West Nile antiviral: 0.4%; Salmonella PhoP GFP: -1%; RSV CPE inhibition: 3.2%; SV40 large T antigen: 2%

What do the screens show for `O=C(CSC1CCCCC1)Nc1nccs1`?
PMI inhibition: -1%; TNAP activators: 1.1; human PMI inhibition: -1%; Salmonella PhoP GFP: 3%; RSV CPE inhibition: 1.3%; SV40 large T antigen: -4%; CSM14.1 death rescue: -1.2%; Ins promoter up: -0.01; Ins promoter up cell count: 1274

How did Cc1ccc(Cl)cc1NC(=O)c1ccc(Cn2cc(Cl)cn2)cc1 do in these assays?
West Nile antiviral: -0.8%; PMI inhibition: 4%; TNAP activators: 1.1; human PMI inhibition: 18%; Salmonella PhoP GFP: -10%; RSV CPE inhibition: 1.1%; SV40 large T antigen: 1%; CSM14.1 death rescue: -3.8%

How did Cc1ccc(S(=O)(=O)/N=C(\Sc2ccccc2)c2ccccc2)cc1 do in these assays?
West Nile antiviral: 0.0%; PMI inhibition: 2%; TNAP activators: 1; human PMI inhibition: 1%; Salmonella PhoP GFP: -15%; RSV CPE inhibition: 0.1%; SV40 large T antigen: 5%; CSM14.1 death rescue: -1.0%; Ins promoter up: -0.18; Ins promoter up cell count: 1469

Screening data deposited in PubChem by several laboratories.
